K1F lysis inhibition: protection from phage-mediated lysis, alamar blue read-out – E. coli UTI89, K1F phage, bacterial capsule biogenesis inhibitors (AID 488966) | E. coli UTI89 K1F phage lysis, alamar blue, 2 h; higher % means a stronger effect | inhibition, % at 100 µM, or IC50 in µM where a hit was titrated | 340,000 compounds, 0.02% hits;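 active means phage lysis inhibition, versus mean bacterial control, above a set limit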;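 further: capsule biogenesis inhibitors block K1F phage lysis so surviving cells raise fluorescence; higher fluorescence means more inhibition of phage lysis; actives were called in the ten point dose series up to 300 µM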
The depositor's hits bear a star; [ ] = another dose, or the depositor's remark. This is a subset, so the mix of outcomes need not match the whole.

SMILES	K1F lysis inhibition
CC(=O)Oc1ccc(CC(C(=O)O)N2C(=O)c3ccccc3C2=O)cc1 (stereo not given)	0.1%
O=CN1CCN(C(C(=O)NC2CCCCC2)c2ccc(Cl)cc2)CC1 (stereo not given)	0.5%
CCOC(=O)C1=CC[C@H]2c3c(c4ccccc4n3C)C[C@H]1N2C	-1.0%
O=C(NCCCN1CCOCC1)C(=O)c1c[nH]c2ccccc12	0.8%
O=C(c1ccccc1)N1CCN(CC(O)COc2ccc(Br)cc2)CC1 (stereo not given)	-1.3%
CC(NC(=O)CCN1C(=O)c2ccccc2C1=O)c1ccccc1 (stereo not given)	-0.6%
Cc1ccc(NC(=O)c2cc(S(=O)(=O)N3CCOCC3)cn2C)cc1F	5.7%
COc1ccc(NC(=O)C2=CN3CCS(=O)(=O)N=C3C=C2)c(OC)c1	0.7%[50 µM]
COc1ccc(C(=O)CC(=O)C(=O)Nc2cc([N+](=O)[O-])ccc2OC)cc1	0.2%
CCc1cc(=O)[nH]c(SCC(=O)Nc2ccc3c(c2)OCCO3)n1	1.2%[50 µM]
CC(O)(P(=O)(O)O)P(=O)(O)O	0.9%
COc1ccc(NS(=O)(=O)c2ccc3c(c2)NC(=O)CO3)c(OC)c1	-0.1%
COc1ccc(-c2c(-c3cc(OC)cc(OC)c3)n(C)c3ccc(-c4ccc(OC)nc4)cc23)cc1	2.6%
CCN(Cc1nc(-c2ccc(OC)cc2)no1)C(=O)c1ccoc1C	-0.8%
CC(C)Cc1ccc(C(=O)NCCOc2ccccc2)o1	-0.1%
COc1ccc(C)cc1NC(=O)Nc1ccc(C(=O)N2CCCC2)cc1	0.0%
O=C(c1ccc2c(c1)N(Cc1ccccc1)CCS2)N1CCOCC1	-0.1%
Cc1noc(C)c1COc1ccccc1C(=O)N1CCN(S(=O)(=O)c2ccc(F)c(F)c2)CC1	1.0%[50 µM]
COc1ccccc1NC(=O)CSc1nnc(CC(=O)Nc2ccccc2F)n1C	1.0%
Cc1cccc([C@@H]2[C@@H]3C(=O)N(Cc4ccccc4)C(=O)[C@@H]3[C@]3(Cc4ccc(Cl)cc4)C(=O)N(c4cccc(Cl)c4)C(=O)N23)c1	0.8%
CC1Nc2ncnc(N3CCN(c4ccccc4)CC3)c2N(Cc2ccccc2)C1=O (stereo not given)	0.6%
CCC(=O)C1CCCN(C(=O)c2cccc(OC3CCN(S(C)(=O)=O)CC3)c2)C1 (stereo not given)	0.3%
O=C(NCC1CC1)c1onc(CSc2nc3ccccc3[nH]2)c1C(=O)NCC1CC1	0.0%
COc1ccc(S(=O)(=O)N2CCC(C(=O)NC3(C)CCS(=O)(=O)C3)CC2)cc1OC (stereo not given)	1.0%[50 µM]
O=C(CCCOc1ccccc1)NN1C(=O)NC2(CCCCC2)C1=O	0.5%[50 µM]

Three entries from above, with bars between the fields:
compound | K1F lysis inhibition
COc1ccc(C(=O)CC(=O)C(=O)Nc2cc([N+](=O)[O-])ccc2OC)cc1 | 0.2%
CCc1cc(=O)[nH]c(SCC(=O)Nc2ccc3c(c2)OCCO3)n1 | 1.2%[50 µM]
CC(O)(P(=O)(O)O)P(=O)(O)O | 0.9%

(further entries)
SMILES	K1F lysis inhibition
COc1ccc(OCC(O)CNCCOc2ccccc2OC)c(C(C)(C)C)c1 (stereo not given)	0.0%
Cc1ccc(CNC(=O)c2ccc(S(=O)(=O)N(C)C)cc2)n1C	0.1%
O=C(NNC(=O)C12CC3CC(CC(O)(C3)C1)C2)c1ccccc1O	-0.2%
CCCc1cc(Nc2ccccc2C)n2ncnc2n1	0.4%
COC(=O)c1ccccc1S(=O)(=O)N1CCCC(c2nc3c(nnn3Cc3ccc(C)cc3)c(=O)[nH]2)C1 (stereo not given)	-0.1%
COc1cccc(-c2nn(-c3ccc(F)cc3)cc2C(=O)NCC2CCCO2)c1 (stereo not given)	-2.2%
O=C(O)C[C@H]1c2cc(F)ccc2S(=O)(=O)N1C1CCCCC1	1.1%
O=C(CSc1nc2ccccc2c(=O)n1-c1ccccc1)c1cccc([N+](=O)[O-])c1	0.0%
COc1ccc(S(=O)(=O)N2CCSCC2)cc1C(N)=O	0.3%
CCOc1cc(C(=O)N(CC)CC(=O)Nc2c(F)cccc2F)ccc1OCC(=O)N1CCOCC1	0.3%[50 µM]
COC(C[C@H](O)CC(=O)[C@@H](C)OCc1ccccc1)OC	1.4%
CCOC(=O)c1c(NC(=O)COC(=O)Cn2cnc3c2c(=O)n(C)c(=O)n3C)sc(C)c1CC	0.3%[50 µM]
O=C(COc1ccccc1)NCC(=O)N1CCCC(C(F)(F)F)C1 (stereo not given)	1.1%[50 µM]
CCOc1ccccc1OCCCC(=O)Nc1ccc(S(=O)(=O)Nc2cc(C)nc(C)n2)cc1	0.5%[50 µM]
COc1ccc(/C=C2\SC(N)=NC2=O)cc1Cl	1.6%
COC(=O)[C@@H](NCc1ccc(OC)c(B(O)O)c1)C(C)C	0.3%
COc1ccc(CCNC(=O)CC(Cc2ccc(C)cc2)C(=O)O)cc1OC (stereo not given)	0.0%
CC(C)(C)OC(=O)N1CCC(Cc2cc(-c3cccnc3)no2)(C(=O)O)CC1	0.0%
OCC[C@H]1C[C@H](O)[C@@H](O)[C@@]2(OCc3ccccc32)O1	0.9%
O=C(Nc1nnc(SCc2cccnc2)s1)C1CC(=O)N(c2ccc(F)cc2)C1 (stereo not given)	1.1%[50 µM]
O=C(CCN1CCOCC1)Nc1ccc(Cl)cc1	0.1%
CCOc1ncccc1C(=O)OCC(=O)NCc1ccccc1	-1.0%
O=C(Cc1ccc(Br)cc1)NC1CCCc2ccccc21 (stereo not given)	-0.3%
Cc1ccc(OCC(=O)Nc2ccccc2C(N)=O)cc1	0.1%
Cc1ccccc1C(=O)N1CCC(C(=O)NCc2ccc(Cl)cc2)CC1	-0.1%[50 µM]

Next section:
SMILES	K1F lysis inhibition
CCOc1ccc2cc(C(=O)NCc3ccccc3)c(=N)oc2c1	0.1%
NC(=O)c1ccccc1NC(=O)CSc1nc2c(c(=O)[nH]1)CCCC2	1.0%
CCN(CC)C(=O)C1CCCN(C(=O)c2cc(COc3ccc4ncccc4c3)on2)C1 (stereo not given)	0.3%
COc1ccc(C)cc1NC(=O)C(=O)c1cn(CC(=O)N2CCCC2)c2ccccc12	0.5%
COc1ccccc1-n1c(C)nc2cc(C(=O)NCC3CCCO3)ccc21 (stereo not given)	3.6%
CC(C)(C)c1ccccc1NC(=O)c1cc(-c2ccncc2)nc2ccccc12	-2.5%
COc1ccc(CNC(=O)c2ccc(Cn3nc(C)cc3C)o2)cc1	0.0%
COC(=O)c1cc(-c2c(-c3ccc4c(c3)OCO4)noc2-c2ccsc2)cc([N+](=O)[O-])c1	1.9%
O=C(COC(=O)c1cc(Br)ccc1O)NC12CC3CC(CC(C3)C1)C2	-2.2%
Cc1cc(Br)ccc1NC(=O)CNC(=O)CN(C)C1CCS(=O)(=O)C1 (stereo not given)	1.5%[50 µM]
COc1ccc(CN2CCC(Oc3cc(C(=O)NC4CC4)ccc3OC)CC2)c(O)c1	0.5%
CC(C)(C)C(=O)CN1C(=O)NC(C)(Cc2ccc3c(c2)OCO3)C1=O (stereo not given)	0.3%
C=CC[C@H](CC(=O)NCCO)C(=O)N[C@H](COC(=O)[C@H](CC=C)CC(=O)OC(C)(C)C)Cc1c[nH]c2ccccc12	0.0%
CCCCN(C(=O)c1ccc(-c2ccc([N+](=O)[O-])cc2)o1)c1c(N)n(CC(C)C)c(=O)[nH]c1=O	0.3%[50 µM]
CC(C)(C)n1cnc2cc(NC(=O)c3ccco3)ccc21	0.2%
OCc1ccc(N=Nc2ccccc2)cc1	1.2%
COc1cc(OC)c2c(-c3cccc(-c4ccoc4)c3)cc(=O)oc2c1	0.0%
CN(Cc1cccc(F)c1)C(=O)C1CC(=O)N(c2ccc3c(c2)OCCO3)C1 (stereo not given)	1.4%[50 µM]
CC(=O)N1CCN(c2ccc(NC(=O)c3cccc(Cl)c3Cl)cc2)CC1	0.3%
O=C(CNC(=O)c1ccncc1)Nc1ccc(F)c(F)c1	3.5%[50 µM]
CCCCn1c2ccc(F)cc2c2nnc(SCCN3CCOCC3)nc21	-2.0%[50 µM]
CC1CC(C)CN(CCCNC(=O)c2ccc(CNS(=O)(=O)c3ccc(F)cc3)cc2)C1 (stereo not given)	-0.2%
Cc1nc2ccc(C(=O)Nc3ccc(N(C)C)cc3)cc2s1	-0.3%
COc1cc(NC(=O)c2ccccc2)c(OC)cc1NC(=O)CN1C(=O)NC2(CCCCC2)C1=O	0.8%[50 µM]
C[C@H](CO)N1C[C@H](C)[C@@H](CN(C)S(=O)(=O)c2ccc(F)cc2)Oc2ccc(NC(=O)CCC(F)(F)F)cc2C1=O	1.1%

Given as labelled records: part of the list above
> O=C(NCCCN1CCOCC1)C(=O)c1c[nH]c2ccccc12
- K1F lysis inhibition: 0.8%

> O=C(c1ccccc1)N1CCN(CC(O)COc2ccc(Br)cc2)CC1 (stereo not given)
- K1F lysis inhibition: -1.3%

More entries
SMILES	K1F lysis inhibition
COc1ccc(CNC(=O)CN(C)Cc2ccc(C(C)(C)C)cc2)cc1	0.3%
Cc1nc2ccccc2c2c(N)cccc12	-2.2%
Cc1cc(NC(=O)C(C)SCC(=O)N(C)CC(=O)Nc2ccccc2C(F)(F)F)no1 (stereo not given)	1.1%[50 µM]
CN(C)CCCO[C@@H]1[C@H]2OC(C)(C)O[C@H]2O[C@@H]1[C@H](O)CO	-0.7%
Cc1noc(/C=C/N(C)C)c1S(=O)(=O)N1CCC(C(=O)NC(C)(C)C)CC1	0.2%
CCC1S/C(=N/S(=O)(=O)c2ccc(N)cc2)NC1=O (stereo not given)	3.9%
Cc1cc(C(=O)Nc2cccc(NC(=O)c3ccco3)c2)ccc1[N+](=O)[O-]	0.0%
CC1(C(=O)OCC(=O)Nc2nc(-c3ccc(F)c(F)c3)cs2)CC1(Cl)Cl (stereo not given)	-0.3%
CN1CCN(C(=O)c2ccc(Cl)cc2)CC1	-0.2%
C[C@H](CO)N1C[C@H](C)[C@@H](CN(C)C(=O)Nc2ccccc2)Oc2ccc(NS(=O)(=O)c3cn(C)cn3)cc2C1=O	1.3%
CC(C)(C)OC(=O)N[C@@H](Cc1ccccc1)C(=O)N[C@@H](CO)[C@H](O)[C@@H]1C[C@@H]1C(=O)NC1CCCCC1	-0.1%
C=CCn1c(C)nnc1SCC(=O)NC1CC1	-1.8%[50 µM]
O=C(c1cccc(C(F)(F)F)c1)C1CCCN(C(=O)/C=C/c2cnc[nH]2)C1 (stereo not given)	0.1%
Cc1ccc(OC2CCN(C(=O)C3CCC(=O)N(C4CC4)C3)CC2)cc1 (stereo not given)	-0.1%
CCc1cccc(NS(=O)(=O)c2ccc3c(c2)n(C)c(=O)n3C)c1	-0.1%
COc1ccc(C(=O)N=C2SC3CS(=O)(=O)CC3N2c2ccccc2)cc1OC (stereo not given)	0.2%
CC(C)CCCC(C)NC(=O)c1cc(S(=O)(=O)N2CCCCC2)ccc1N1CCOCC1 (stereo not given)	-0.3%[50 µM]
COc1ccc(C(CNC(=O)c2cc(S(=O)(=O)Nc3cccc(C)c3)ccc2C)N2CCCC2)cc1 (stereo not given)	0.2%[50 µM]
C=CCNc1nc(N)c([N+](=O)[O-])c(NCc2ccccc2)n1	0.0%
CCN(CC)S(=O)(=O)c1ccc(O)c(NC(=O)c2cc(-c3cc(OC)c(OC)c(OC)c3)nc3ccccc23)c1	0.2%
O=C(Nc1cccc(Cl)c1)c1cnccn1	2.4%
Cc1ccc2nc(SCC(=O)NC3CCCCC3)nc(=O)n2c1	0.7%[50 µM]
CNS(=O)(=O)c1cn(CC(=O)NCc2ccc(OC)cc2)cc1S(=O)(=O)NC	0.1%
CN(CC(=O)Nc1cccnc1)S(=O)(=O)c1ccc(Br)cc1	0.5%[50 µM]
Cn1c(=N)n(CC(=O)c2ccc(Br)cc2)c2ccccc21	2.9%

(continued)
SMILES	K1F lysis inhibition
Cc1ccc(S(=O)(=O)NCCC(=O)OC(C)C(=O)NC2CC2)cc1 (stereo not given)	0.1%[50 µM]
CCNC(=S)N1CCN(c2nc(-c3cccc(OC)c3)cs2)CC1	0.3%
CC(=O)Oc1ccc2c(c1)C(=O)c1ccccc1C2=O	1.6%[50 µM]
COc1ccc(NS(=O)(=O)c2ccc3c(c2)oc(=O)n3C)cc1Cl	0.0%
COc1ccc(OC)c(/C=C2\SC(N3CCCCC3)=NC2=O)c1	0.0%
CCOc1ccc(C2NC(=O)c3ccccc3O2)cc1OC (stereo not given)	0.2%
CCC1CCCCN1C(=S)Nc1ccc(S(=O)(=O)Nc2ncccn2)cc1 (stereo not given)	-0.2%[50 µM]
Cc1ccc(S(=O)(=O)NCCC(=O)NC2CCCCCC2)cc1C	0.2%[50 µM]
COCCc1ncc(CN2CCC(C(=O)Nc3ccc(-n4cccn4)cc3)CC2)cn1	-0.2%
CCN(CC)CCN(C(=O)Cn1nnc(-c2ccc(C)o2)n1)C(C(=O)NC1CCCC1)c1ccc(F)cc1 (stereo not given)	0.0%
COc1cccc(Oc2cc(Cl)nc(N)n2)c1	2.6%

Reformatted bar-delimited: part of the list above
SMILES | K1F lysis inhibition
COCCc1ncc(CN2CCC(C(=O)Nc3ccc(-n4cccn4)cc3)CC2)cn1 | -0.2%
CCN(CC)CCN(C(=O)Cn1nnc(-c2ccc(C)o2)n1)C(C(=O)NC1CCCC1)c1ccc(F)cc1 (stereo not given) | 0.0%

An excerpt from above in order of formula weight, ascending.
SMILES	K1F lysis inhibition
CC(=O)Oc1ccc2c(c1)C(=O)c1ccccc1C2=O	1.6%[50 µM]
Cc1ccc(S(=O)(=O)NCCC(=O)OC(C)C(=O)NC2CC2)cc1 (stereo not given)	0.1%[50 µM]
COCCc1ncc(CN2CCC(C(=O)Nc3ccc(-n4cccn4)cc3)CC2)cn1	-0.2%

Compound activity as filed in PubChem BioAssay.
